CHRM1 agonist = agonists of human M1 muscarinic receptor; P11229; CHO-K1 hM1, Fluo-8 calcium fluorescence, agonist mode; 0% DMSO, 100% acetylcholine EC100; activation, % at 3 µM; 360,000 tested, 0.33% active;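 active means activation above the run's mean compound activation plus 3 SD, cut at about 16% in these data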;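 further: peak over basal fluorescence ratio within a 140 s kinetic read after compound addition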
Target sequence (P11229 whole entry, looked up): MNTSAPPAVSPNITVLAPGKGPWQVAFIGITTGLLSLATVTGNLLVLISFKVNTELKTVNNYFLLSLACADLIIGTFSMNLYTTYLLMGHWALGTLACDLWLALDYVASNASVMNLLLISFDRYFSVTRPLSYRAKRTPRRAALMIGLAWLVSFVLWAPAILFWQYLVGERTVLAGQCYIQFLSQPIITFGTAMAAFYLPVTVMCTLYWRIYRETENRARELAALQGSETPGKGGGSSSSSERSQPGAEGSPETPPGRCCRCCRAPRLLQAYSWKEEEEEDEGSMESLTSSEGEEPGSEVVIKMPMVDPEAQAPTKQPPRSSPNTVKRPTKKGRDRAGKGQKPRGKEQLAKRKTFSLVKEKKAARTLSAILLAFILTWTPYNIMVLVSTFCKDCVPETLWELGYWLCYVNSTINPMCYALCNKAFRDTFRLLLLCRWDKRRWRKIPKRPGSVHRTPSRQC
TAAR1 antag = antagonists of human TAAR1. CHO RD-HGA16 TAAR1, Fluo-8 calcium fluorescence, antagonist. inhibition, % at 3 µM. 360,000 tested, 1.5% active. AID 624466;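 active means inhibition above a per-plate cutoff, the mean inhibition of test compounds on that plate plus 3 SD, cut at about 49% in these data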;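 further: 0% = DMSO plus EC80 beta-PEA response and 100% = DMSO alone without agonist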
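Assay system: CHO-derived RD-HGA16 cells stably expressing human TAAR1 plus Gα16. Timing: 140 s kinetic read after compound, 140 s after agonist. Technique: kinetic Fluo-8 calcium fluorescence measurement. Measure: % inhibition of agonist calcium response.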
V1R ag counter = activates human V1a receptor in oxytocin agonist counter-screen. P37288. CHO-V1R cells, Fluo-8 calcium fluorescence, agonist mode; 0% DMSO, 100% 3 nM vasopressin. activation, % at 3 µM. 320,000 tested, 0.25% active;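 active means activation above the mean activation of all tested compounds plus 3 SD, per screening run, cut at about 20% in these data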;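 further: signal is peak over basal fluorescence ratio across a 100 second FLIPR read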
TAAR1 ag = agonists of human TAAR1. 360,000 tested, 0.99% active. Q96RJ0. activation, % at 3 µM. CHO RD-HGA16 TAAR1, Fluo-8 calcium fluorescence; vehicle wells 0%, saturating PEA agonist 100%;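 active means activation above the mean activation of all test compounds in the run plus 3 SD, cut at about 38% in these data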
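test system = CHO RD-HGA16 cells carrying human TAAR1 plus Gα16 | schedule = 17-24 h seeding, 75 min 37 °C dye, 30 min RT | compound dosing = 3 µM single concentration | control set = DMSO and PEA EC100 | replicates = n 1 | signal = Fluo-8 fluorescence, 5 s baseline then 140 s kinetic read | measure = percent activation vs PEA EC100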
CHO parental Ca = counter-screen: ATP calcium response change in parental CHO cells; inhibition, % at 5.6 µM; 330,000 tested, 0.63% active; parental CHO-K1, ATP-induced calcium, Fluo-8 fluorescence; AID 463079;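 active means inhibition above that plate's mean sample inhibition plus 3 SD, cut at about 26% in these data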;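 further: 0% = ATP-challenged DMSO wells and 100% = DMSO wells without ATP; some compounds past the cut are filed as inactive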
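Measured by: calcium-sensitive Fluo-8 fluorescence / Test system: CHO parental line / Controls: ATP-challenged DMSO wells low, unchallenged DMSO wells high / Measure: % inhibition / Compound: single nominal dose of 5.6 µM per compound / Replicates: single well per compound, no replicates / Reagent: ATP as calcium-mobilizing challenge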
M1 PAM parental = M1 PAM counterscreen hit in parental CHO-K1 cells | activation, % at 3 µM | 360,000 tested, 0.02% active | AID 602247 | ATP EC20, Fluo-8 calcium fluorescence; 0% at ATP EC20, 100% at ATP max;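 active means activation above the run cutoff, the mean activation of all test compounds plus 3 SD, cut at about 40% in these data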;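 further: peak over basal fluorescence ratio in a 140 s read after ATP addition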
CHO-K1 Ca antag = counter-screen for M1 antagonists: effect in parental CHO-K1 cells; ATP-induced calcium, Fluo-8 fluorescence; inhibition, % at 3 µM; 360,000 tested, 0.6% active; AID 602250;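 active means inhibition above a per-plate cutoff, the plate's mean sample inhibition plus 3 SD, cut at about 24% in these data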;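 further: 0% = DMSO plus EC80 ATP and 100% = DMSO alone without ATP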
CHO-K1 Ca ag = counter-screen for M1 agonists: effect in parental CHO-K1 cells; Fluo-8 calcium fluorescence; scaled to maximal ATP response, vehicle zero; activation, % at 3 µM; 360,000 tested, 0.48% active; in the data active means activation above about 15%;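 further: untransfected CHO-K1 host cells lacking M1 receptor as counterscreen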
OXTR potentiator = potentiates the human oxytocin receptor response | 320,000 tested, 0.061% active | activation, % at 3 µM | AID 2445 | CHO-OTR cells, Fluo-8 calcium fluorescence, potentiator mode; 0% = oxytocin EC15, 100% = EC100;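 active means activation above that plate's cutoff, the mean activation of tested compounds plus 3 SD, cut at about 6.6% in these data, passing the limit was not always enough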;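 further: 100% uses oxytocin at 75 nM as the full agonist control; some results filed as inactive read as strong as hits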
Target sequence (P30559 whole entry, looked up): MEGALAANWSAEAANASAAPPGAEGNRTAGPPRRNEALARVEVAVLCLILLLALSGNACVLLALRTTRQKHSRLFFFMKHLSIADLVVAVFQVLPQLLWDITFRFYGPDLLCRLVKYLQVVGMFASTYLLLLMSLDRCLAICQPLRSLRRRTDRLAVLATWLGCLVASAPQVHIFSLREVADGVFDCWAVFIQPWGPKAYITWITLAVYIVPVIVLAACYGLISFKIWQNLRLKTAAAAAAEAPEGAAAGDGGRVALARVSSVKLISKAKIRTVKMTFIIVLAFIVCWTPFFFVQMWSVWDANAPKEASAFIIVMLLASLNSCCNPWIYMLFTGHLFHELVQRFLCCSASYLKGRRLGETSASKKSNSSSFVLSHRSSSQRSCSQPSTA
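System: human OTR in CHO cells; Also added: sub-maximal oxytocin, roughly EC15; Timing: compound 6 min at room temperature before oxytocin, 100 s read; Technique: Fluo-8 intracellular calcium fluorescence, ex 470-495, em 515-575 nm; Controls: oxytocin EC15 low and EC100 high; Replication: singlicate.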
An asterisk follows results filed as active; · = not tested or not shown; & = joins results of further samples. A portion of the library; rates above refer to the full screens.

SMILES	CHRM1 agonist	TAAR1 antag	V1R ag counter	TAAR1 ag	CHO parental Ca	M1 PAM parental	CHO-K1 Ca antag	CHO-K1 Ca ag	OXTR potentiator
COc1ccc(CCC(C)NCCc2ccccc2)cc1 (stereo not drawn)	-9	-13	1.3	8	-18	-9	8	0.4	4
C[N+](C)(C)CC#CCN1CCCC1=O	120*	8	1.7	1	-3	7	16	1.7	-6
COc1ccccc1-n1c(O)c(/C=C2\C=Nc3ccccc32)c(=O)[nH]c1=O	-1	-7	-0.1	8	-1	-2	9	0.2	-11
O=C(c1cc(-c2ccc(Cl)cc2)n(-c2ccc(Cl)cc2Cl)n1)N1CCOCC1	-5	8	-0.8	0	-8	17	-3	0.2	-8
NC(=O)Cn1cc(C(=O)c2ccccc2F)c2ccccc21	-2	13	-0.2	10	-9	19	-15	0.7	-8
S=C1CN=C(c2ccccc2)c2cc(Cl)ccc2N1	46*	-13	-1.4	9	-8	4	-1	-0.3	-3
Cc1cccc(N2C(=O)NC(=O)/C(=C\c3cnn(-c4ccccc4)c3)C2=O)c1	1	23	-0.2	45*	0	20	-7	0.9	2
COC(=O)C(O)(c1ccc(NC(=O)Oc2ccccc2)cc1)C(F)(F)F (stereo not drawn)	-7	-13	1.2	5	-6	-4	16	1.0	-5
c1ccc(CCn2nnnc2CN2CCC(n3nnc4ccccc43)CC2)cc1	-5	7	1.6	10	-10	18	-1	2.2	-8
CCOC(=O)[C@]12Cc3ccccc3[C@H]1N(C)C(=O)c1cc(OC)ccc12	·	2	·	-1	·	18	-16	0.5	·
N/C(=N/[N+](=O)[O-])N1CCN(C(=O)Oc2ccc([N+](=O)[O-])cc2)CC1	-4	-11	0.5	3	-1	8	-6	5.3	-4
CC(=O)OC1=CC[C@H]2[C@@H]3CC[C@H]4C[C@H](OC(C)=O)[C@@H](OC(C)=O)C[C@]4(C)[C@H]3CC[C@]12C	-8	13	0.1	-1	-8	-9	-9	0.4	-1
COC(=O)C1=C(c2ccccc2OCc2ccccc2)C[C@@H]2CC[C@H]1N2C(=O)NCCOc1ccc(OC)cc1	-6	25	1.6	1	-22	20	-16	0.0	-6
COC(=O)C1=C(c2cc3ccccc3s2)C[C@@H]2CC[C@H]1N2C(=O)NC(C)C	-12	-3	-0.1	6	-8	1	8	-0.4	-1
CCN(CC)c1ccc(/C=C2\C(=O)NC(=S)N(C)C2=O)o1	14	-5	23*	18	10	5	1	19*	-4
Cc1cc(OCC(=O)N2CCC(C(N)=O)CC2)c2c3c(c(=O)oc2c1)CCCC3	-3	-24	0.9	2	-2	13	-7	0.8	-3
O=C(/C=C/c1ccccc1)c1c(O)n(CCc2ccccc2)c(=O)[nH]c1=O	-6	10	-0.4	0	-8	13	-13	0.3	-2
O=C(Nc1ccc(Br)cc1)N1C[C@H]2C[C@@H](C1)c1cccc(=O)n1C2	-3	-35	0.7	2	-13	10	3	0.1	-2
O=C(CNC(=O)c1cccc(Cl)c1)Nc1ccc(Br)cc1C(=O)c1ccccc1	-8	18	0.8	0	-12	20	-2	1.8	-10
CCOC(=O)CSc1ccc(C(=O)N2CCC3(CC2)OCCO3)cc1[N+](=O)[O-]	-1	-10	0.2	5	-12	-2	-5	0.5	0

Entries of single compounds from above. Screens in order: CHRM1 agonist	TAAR1 antag	V1R ag counter	TAAR1 ag	CHO parental Ca	M1 PAM parental	CHO-K1 Ca antag	CHO-K1 Ca ag	OXTR potentiator
Shown for COC(=O)C1=C(c2cc3ccccc3s2)C[C@@H]2CC[C@H]1N2C(=O)NC(C)C → -12	-3	-0.1	6	-8	1	8	-0.4	-1
Shown for O=C(/C=C/c1ccccc1)c1c(O)n(CCc2ccccc2)c(=O)[nH]c1=O → -6	10	-0.4	0	-8	13	-13	0.3	-2

Further records follow:
SMILES	CHRM1 agonist	TAAR1 antag	V1R ag counter	TAAR1 ag	CHO parental Ca	M1 PAM parental	CHO-K1 Ca antag	CHO-K1 Ca ag	OXTR potentiator
O=C(Nc1ccc(F)c([N+](=O)[O-])c1)N1C[C@H]2C[C@@H](C1)c1cccc(=O)n1C2	-1	-23	0.6	3	-9	-10	-1	0.0	-5
CC1CNCCN1c1ccc(Cl)cc1 (stereo not drawn)	-5	-10	·	3	·	-8	-12	1.9	·
O=C(OCC(=O)c1ccc([N+](=O)[O-])cc1)/C(=C/c1ccc(Cl)cc1)NC(=O)c1ccccc1	-5	27	-0.3	11	-15	16	-5	2.8	-2
N#CC1=C(N)Oc2c(c(=O)oc3ccccc23)C1c1ccc(OC(=O)N2CCOCC2)cc1 (stereo not drawn)	-2	-31	0.8	3	-21	17	-7	1.4	-2
CCCCn1c(O)c(C(C)=Nc2ccc(C(=O)O)cc2)c(=O)[nH]c1=O	-2	-9	4.0	0	-1	-5	17	0.1	-9
COC(=O)C1=C(c2ccc3ccccc3c2)C[C@@H]2CC[C@H]1N2C(=O)NCc1ccc(C(F)(F)F)cc1	0	-2	1.2	15	-24	18	-13	1.2	-8
CP(=O)(O)CCCN	0	-4	1.7	-2	-6	15	-11	0.2	-2
Cc1[nH]c2ccccc2c1CCCNC1CCCCC1	-5	-12	0.1	6	-11	-14	20	-0.1	2
Cc1cc2ccccc2c(=O)n1CC(=O)NCC(=O)N1CCC2(CC1)OCCO2	-2	-8	1.0	0	-1	-13	-11	0.5	3
N#C/C(=C\c1ccc(O)cc1)C(=O)O	-2&-5	-20&-13	·	2&2	·	20&6	-6&-10	0.5&0.5	·
COc1ccc(CN2CCCC(C(=O)c3sccc3C)C2)cc1O (stereo not drawn)	-6	-23	0.3	2	-6	13	-7	2.9	-6
Cc1cccc(C(=O)NC(Oc2ccccc2)C(Cl)(Cl)Cl)c1 (stereo not drawn)	-5	-2	-0.8	13	-19	-7	18	-0.6	-10
COC(=O)[C@@H]1N=C(c2ccc(OC)cc2)O[C@]12C(=O)N(Cc1ccccc1)c1ccccc12	·	5	·	2	·	7	-10	2.4	·
CCC(=NCC1CCCO1)c1c(O)n(-c2ccccc2)c(=O)[nH]c1=O (stereo not drawn)	-4	-2	-0.6	8	6	16	-6	0.8	2
O=P(Oc1ccccc1)(Oc1ccccc1)C(Nc1ccccc1)c1ccccc1 (stereo not drawn)	-7	88*	0.6	1	-23	25	-8	4.2	-1
COCCCn1c(N)c(C(=O)OC(C)COC)c2nc3ccccc3nc21 (stereo not drawn)	0	5	0.2	2	-15	7	-4	0.1	-1
CCCCn1c(NS(=O)(=O)c2ccccc2)c(C(=O)OCC)c2nc3ccccc3nc21	-2	4	6.6	8	-6	-13	17	2.5	-7
CC(C)N1C(=O)CC2(CC[N+](C)(CCOC(=O)C(O)(c3ccccc3)c3ccccc3)CC2)C1=O (stereo not drawn)	-5	-2	2.2	7	-5	4	-14	0.0	-4
Cc1ccc(Cn2nc(C)c(C=O)c2Cl)cc1	-5	-16	0.1	0	-14	11	-15	0.5	-14
Cc1ccccc1C(=O)N1CC1C (stereo not drawn)	-2	-19	·	4	·	6	-9	-0.1	·
COc1ccc(C(c2nnnn2C2CCCC2)N2CCC3(CC2)C(=O)NCN3c2ccccc2)cc1 (stereo not drawn)	1	-28	·	4	·	9	10	0.6	·
CCn1cc(CN2CCCC(C(=O)c3cccc(OC)c3)C2)c(C)n1 (stereo not drawn)	-13	0	1.1	5	-18	-10	2	0.8	-5
Cc1ccc(-n2c(O)c(/C=N/NC(=O)c3ccncc3)c(=O)[nH]c2=O)cc1C	-6	12	0.8	0	-4	15	-1	0.3	2
O=[N+]([O-])c1ccc(N2CCCC2)c2ncccc12	-7	-29	-1.4	-3	-15	-20	18	0.2	-7
O=c1c2ccccc2nc(CBr)n1-c1ccc(Cl)cc1	-3	-2	·	1	·	13	-10	0.9	·
COc1ccc(CC2=NCCc3cc(OC)c(OC)cc32)cc1OC	-4	10	·	1	·	10	-7	0.0	·
N#CC1=C(N)Oc2c(c(=O)sc3ccccc23)C1c1ccncc1 (stereo not drawn)	-6	-25	0.1	3	-21	22	-14	0.3	-4
O=C(C(Cc1ccccc1)NS(=O)(=O)c1ccc(F)cc1)N1CCC2(CC1)OCCO2 (stereo not drawn)	-2	28	3.5	12	-11	2	-8	3.2	-12
O=C(O)CCn1cc(C=C2C(=O)NC(=O)NC2=O)c(-c2ccc(Br)cc2)n1	-5	-6	2.1	7	-2	8	-5	0.0	1
O=c1[nH]c(=S)n(CCC2=CCCCC2)c(O)c1C=NCCCn1ccnc1	-5	-14	-0.4	3	-29	-6	25*	-0.1	-3
COC1C(O)C(C)OC(OC2CCC3(C)C(CCC4C3C(O)CC3(C)C(C5=CC(=O)OC5)CCC43O)C2)C1O (stereo not drawn)	2	-13	·	2	·	7	-11	0.3	·
Nc1cc(Cl)c2nonc2c1[N+](=O)[O-]	-11	12	-1.5	-2	25	16	12	1.0	-5
CCOC(=O)[C@]12Cc3cc(C)ccc3[C@H]1N(Cc1ccccc1)C(=O)c1cc(F)c(F)cc12	·	-41	·	6	·	15	-14	2.1	·
Cc1ccc[n+](CC(O)Cn2c3ccccc3c3ccccc32)c1 (stereo not drawn)	-2	0	-0.1	2	-11	-13	18	0.1	-1
COc1ccc(C(CC(=O)N2CCC3(CC2)OCCO3)NS(=O)(=O)c2ccc(OC)cc2)cc1 (stereo not drawn)	-3	18	-0.1	12	-12	-5	6	-0.1	-11
Cc1ccc2c(c1)C1CN(C)CCC1N2C(=O)c1ccco1 (stereo not drawn)	-7	-6	0.5	6	-8	11	-14	0.3	-2
Cc1ccc2c(c1)C1CN(C)CCC1N2C(=O)Cn1nnc(-c2ccccc2F)n1 (stereo not drawn)	-12	0	0.5	3	-15	3	-5	-0.2	-2
CCC(C)n1c(O)c(/C=N/N2CCOCC2)c(=O)[nH]c1=S (stereo not drawn)	-5	2	-0.1	-1	3	-5	4	0.1	-3
CCOc1cc2[nH]c(=S)n(CCCC(=O)N3CCC4(CC3)OCCO4)c(=O)c2cc1OCC	0	-7	-1.1	10	-24	16	-9	-0.1	-4
Cn1c(O)c(C(c2ccncc2)c2c(O)n(C)c(=S)n(C)c2=O)c(=O)n(C)c1=S	-3	-15	1.6	12	1	16	-12	0.8	-2

Among those listed so far, 2 contain a furan ring, fused or not.
SMILES	CHRM1 agonist	TAAR1 antag	V1R ag counter	TAAR1 ag	CHO parental Ca	M1 PAM parental	CHO-K1 Ca antag	CHO-K1 Ca ag	OXTR potentiator
CCN(CC)c1ccc(/C=C2\C(=O)NC(=S)N(C)C2=O)o1	14	-5	23*	18	10	5	1	19*	-4
Cc1ccc2c(c1)C1CN(C)CCC1N2C(=O)c1ccco1 (stereo not drawn)	-7	-6	0.5	6	-8	11	-14	0.3	-2
